# Screening results deposited in PubChem by The Scripps Research Institute Molecular Screening Center.
# CHRM5 agonist: human M5 muscarinic receptor agonists, primary screen, CHO-K1 cells, Fluo-8 calcium fluorescence. Muscarinic acetylcholine receptor M5 (Homo sapiens), P08912. CHO-K1 hM5 cells; 0% DMSO wells, 100% maximal acetylcholine response. activation, % at 3 µM. 360,000 compounds, 0.19% hits;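 active = activation above the run's mean over test compounds plus 3 SD, cut at about 23% in these data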;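 also: signal is peak over basal fluorescence ratio across the kinetic read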
# Target sequence (P08912 whole entry, looked up): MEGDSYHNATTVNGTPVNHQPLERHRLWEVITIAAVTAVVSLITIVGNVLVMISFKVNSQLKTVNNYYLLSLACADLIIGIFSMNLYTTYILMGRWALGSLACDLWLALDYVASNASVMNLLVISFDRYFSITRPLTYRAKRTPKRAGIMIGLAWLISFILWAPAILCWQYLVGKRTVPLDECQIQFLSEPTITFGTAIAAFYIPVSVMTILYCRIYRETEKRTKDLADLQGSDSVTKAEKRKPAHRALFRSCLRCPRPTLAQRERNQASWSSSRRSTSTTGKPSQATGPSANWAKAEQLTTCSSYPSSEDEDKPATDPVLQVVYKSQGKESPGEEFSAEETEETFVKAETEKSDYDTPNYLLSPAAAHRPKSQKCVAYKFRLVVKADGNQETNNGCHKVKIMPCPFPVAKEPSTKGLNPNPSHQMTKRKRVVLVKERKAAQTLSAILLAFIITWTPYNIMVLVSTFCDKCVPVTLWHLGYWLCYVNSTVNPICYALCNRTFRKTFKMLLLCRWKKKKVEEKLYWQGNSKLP
# CHRM5 PAM: human M5 muscarinic receptor positive allosteric modulators, primary screen, CHO-K1 cells, Fluo-8 calcium fluorescence; activation, % at 3 µM; 360,000 compounds, 0.3% hits; Muscarinic acetylcholine receptor M5 (Homo sapiens), P08912; CHO-K1 hM5, ACh EC20 PAM; 0% = ACh EC20, 100% = ACh EC100; AID 624038, 2012;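 active = activation above the run cutoff, the mean activation of all test compounds plus 3 SD, cut at about 18% in these data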
#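 Measured by: Fluo-8 calcium fluorescence; material: human M5 receptor in CHO-K1 cells; schedule: Post-acetylcholine fluorescence recording 140 s; benchmarks: low control EC20 acetylcholine (0%), high control EC100 acetylcholine (100%); read-out: Max/basal fluorescence ratio as % of EC20–EC100 ACh window; compound: single dose, 3 µM nominal final test concentration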
# M4 antag: human M4 muscarinic receptor antagonists, primary screen, CHO cells, Fluo-8 calcium fluorescence | Muscarinic acetylcholine receptor M4 (Homo sapiens), P08173 | CHO-hM4 cells, ACh EC80 | inhibition, % at 3 µM | 360,000 compounds, 0.73% hits | AID 624125, 2012;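 active = inhibition above its plate's cutoff, the mean inhibition of sample wells plus 3 SD, cut at about 27% in these data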;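 also: 0% = acetylcholine EC80 with DMSO and 100% = DMSO without agonist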
# Target sequence (P08173 whole entry, looked up): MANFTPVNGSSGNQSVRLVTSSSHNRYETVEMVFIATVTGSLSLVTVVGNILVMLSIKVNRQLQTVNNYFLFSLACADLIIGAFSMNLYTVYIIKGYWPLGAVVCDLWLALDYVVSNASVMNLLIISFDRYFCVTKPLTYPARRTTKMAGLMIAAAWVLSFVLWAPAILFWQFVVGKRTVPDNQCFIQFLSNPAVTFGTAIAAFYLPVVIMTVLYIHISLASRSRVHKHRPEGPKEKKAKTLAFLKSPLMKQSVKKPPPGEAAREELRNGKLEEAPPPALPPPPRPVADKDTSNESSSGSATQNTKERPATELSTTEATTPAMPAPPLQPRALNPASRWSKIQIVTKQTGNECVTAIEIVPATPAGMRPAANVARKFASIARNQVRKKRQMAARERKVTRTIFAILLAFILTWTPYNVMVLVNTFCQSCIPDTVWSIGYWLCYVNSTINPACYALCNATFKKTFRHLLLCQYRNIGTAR
# CHO-K1 Ca ag: counter-screen for M1 agonists: effect in parental CHO-K1 cells | Fluo-8 calcium fluorescence; scaled to maximal ATP response, vehicle zero | activation, % at 3 µM | 360,000 compounds, 0.48% hits; in the data active = activation above about 15%;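 also: untransfected CHO-K1 host cells lacking M1 receptor as counterscreen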
# M4 ag: human M4 muscarinic receptor agonists, primary screen, CHO-K1 cells, Fluo-8 calcium fluorescence. CHO-K1 hM4/Gqi5; vehicle 0%, full acetylcholine response 100%. AID 624127, 2012. activation, % at 3 µM. 360,000 compounds, 0.14% hits. Muscarinic acetylcholine receptor M4 (Homo sapiens), P08173;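 active = activation above the run mean over all test wells plus 3 SD, cut at about 32% in these data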;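 also: peak over basal fluorescence ratio per well then scaled between controls; 0% = DMSO wells and 100% = acetylcholine at EC100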
# M4 PAM: human M4 muscarinic receptor positive allosteric modulators, primary screen, CHO-K1 cells, Fluo-8 calcium fluorescence | 360,000 compounds, 0.4% hits | activation, % at 3 µM | CHO-K1 hM4/Gqi5, ACh EC20; 0% = ACh EC20, 100% = maximal ACh | Muscarinic acetylcholine receptor M4 (Homo sapiens), P08173;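 active = activation above its plate's cutoff, the mean activation of sample wells plus 3 SD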; also: some results filed as inactive read as strong as hits
# M5 antag: human M5 muscarinic receptor antagonists, primary screen, CHO cells, Fluo-8 calcium fluorescence; inhibition, % at 3 µM; 360,000 compounds, 0.59% hits; CHO-hM5 cells, ACh EC80; Muscarinic acetylcholine receptor M5 (Homo sapiens), P08912;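 active = inhibition above a per-plate cutoff, the mean of that plate's test compounds plus 3 SD, cut at about 27% in these data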;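 also: 0% = acetylcholine EC80 with DMSO and 100% = DMSO without agonist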
# CHO-K1 Ca antag: nonselective inhibitor or artifact in parental CHO-K1 cells. ATP-induced calcium, Fluo-8 fluorescence. inhibition, % at 3 µM. 360,000 compounds, 0.6% hits. AID 602250;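 active = inhibition above a per-plate cutoff, the plate's mean sample inhibition plus 3 SD, cut at about 24% in these data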;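 also: 0% = DMSO plus EC80 ATP and 100% = DMSO alone without ATP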
# M1 PAM parental: nonselective calcium activators in parental CHO-K1 cells, primary screen, counter-screen for M1 PAM project, cell-based, Fluo-8 calcium fluorescence, full deck, 1536-well; ATP EC20; 0% at ATP EC20, 100% at ATP max; activation, % at 3 µM; 360,000 compounds, 0.02% hits;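 active = activation above the run cutoff, the mean activation of all test compounds plus 3 SD, cut at about 40% in these data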;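 also: peak over basal fluorescence ratio in a 140 s read after ATP addition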
# Active calls of the source: *.
SMILES,CHRM5 agonist,CHRM5 PAM,M4 antag,CHO-K1 Ca ag,M4 ag,M4 PAM,M5 antag,CHO-K1 Ca antag,M1 PAM parental
COc1cc(CNC2CCCC2)cc(Br)c1OCC(=O)Nc1ccccc1C,-2,-4,-13,0.2,2,12,6,0,1
CCN(CC)S(=O)(=O)c1ccc(N/N=C/c2cc(OC)ccc2O)nc1,0,-3,4,2.6,4,-10,-6,1,6
CCN(C(=O)CN1C(=O)NC2(CCCc3ccccc32)C1=O)c1ccc(F)cc1 (centres undefined),14,-11,-2,5.3,5,-1,6,-10,20
CCOc1ccc(C(=O)/C=C/c2ccc(OC)c(OC)c2)cc1,2,-2,-1,0.7,5,-8,6,-12,19
CC(C)NC(=O)c1ccccc1NC(=O)CCS(=O)(=O)Cc1ccccc1,4,1,-6,0.0,0,7,-6,3,-6
CCOc1ccccc1NC(=O)CN(c1ccc(OC)c(OC)c1)S(=O)(=O)c1ccc(C)cc1,-2,-1,-11,0.8,3,0,5,3,4
O=C(COC(=O)c1ccccc1C(=O)c1ccc(Cl)c([N+](=O)[O-])c1)NC1CC1,-9,3,5,-0.8,-1,6,5,-8,8
CNC(=O)COc1ccc(S(=O)(=O)Nc2ccc(C)cc2)cc1,11,4,6,1.4,1,-16,5,-8,11
Cc1cc(NC(=O)CCC(=O)N(c2cccc(F)c2)C(C(=O)NC2CCCC2)c2ccc(C)o2)no1 (centres undefined),-2,-4,6,0.8,3,-8,10,-10,-19
COc1ccc2nc(NC(=O)C3CCN(S(=O)(=O)c4cccs4)CC3)sc2c1,4,-10,9,4.3,10,-14,9,-1,2
CN(C(=O)CCN1C(=O)/C(=C/c2ccc(F)cc2)SC1=S)C1CCS(=O)(=O)C1 (centres undefined),3,-6,-5,1.3,5,1,10,9,-11
CC1(C)Cc2c(cnn2-c2ccccc2)C(NC(=O)CCN2CCCCO2)C1 (centres undefined),-3,3,2,0.8,1,-2,-1,-15,31
Cc1cc(C)c(S(=O)(=O)N2CCCCC2C(=O)O)c(C)c1 (centres undefined),-2,0,1,0.8,1,1,4,-12,9
COc1ccc(C(=O)C[n+]2ccccc2/C=N/O)cc1,-4,0,2,-0.3,1,0,-3,9,-7
BrC(/C=N/Nc1nc(N2CCOCC2)nc(N2CCOCC2)n1)=C/c1ccccc1,0,-10,-12,2.0,11,12,2,-3,21
O=C(Nc1ccccc1)Nc1ccccc1C(=O)NCC1CC1,4,7,-10,0.5,2,-8,-3,15,-7
O=C(CCc1c[nH]c2ccccc12)OCc1ccc(Br)cc1,-7,0,-8,0.2,-1,0,-14,-10,23
Cc1cc(=O)oc2cc(OC(C)C(=O)NCC3CCCO3)ccc12 (centres undefined),6,17,-11,0.3,1,9,-7,-7,2
CN(C)S(=O)(=O)c1ccc(Cl)c(NC(=O)COC(=O)CNS(=O)(=O)c2c(F)cccc2F)c1,3,16,-13,1.0,2,4,-7,-12,15
COc1ccc(NS(=O)(=O)c2cccc(C(=O)N/N=C/c3cn(-c4ccccc4)nc3-c3ccccc3)c2)cc1,-2,-3,51*,-0.1,1,-20,11,-5,15
O=C(NCc1ccccc1)C(=O)NCC1OCCN1S(=O)(=O)c1cccs1 (centres undefined),1,-4,-5,0.0,0,8,-1,-13,18
CN(C)CCNC(=O)C(=O)NCC1OCCN1S(=O)(=O)c1ccc([N+](=O)[O-])cc1 (centres undefined),-4,3,-5,6.5,0,-2,1,-7,16
CC(=O)Nc1ccc(C#Cc2ccc(NC(C)=O)cc2)cc1,5,-3,10,0.5,2,1,5,-11,0
CCOc1ncccc1C(=O)OCC(=O)Nc1ccc(C)c(S(=O)(=O)N2CCOCC2)c1,4,-3,-13,3.5,9,10,-5,-8,16
Cc1ccc2[nH]c(=O)c(CN(CCCN(C)C)C(=O)Nc3cccc(Cl)c3)cc2c1,-2,2,0,1.8,6,11,1,-20,21
COc1ccc(C(=O)COc2ccccc2N2C(=O)C3C4C=CC(C4)C3C2=O)cc1 (centres undefined),-3,-6,-5,1.1,6,1,8,22,-9
CCOC(=O)c1ccc(NC(=O)NC2CC3CCC(C2)N3Cc2nnnn2C(C)(C)C)cc1 (centres undefined),-1,-1,-3,0.7,1,7,3,-15,-3
COC(=O)c1ccc(NC(=O)CN2CCOCC2)cc1,1,3,1,0.4,1,-3,0,-10,19
CCCCC[C@H](O)/C=C/[C@@H]1[C@@H](CCCCCCC(=O)O)[C@@H](O)C[C@H]1O,0,-3,-3,4.4,2,-2,-1,8,12
CCNc1ccc(Br)cc(C(=O)/C=C/c2ccc(Cl)cc2)c1=O,-1,6,6,0.1,0,-3,-5,-8,17

# Part of the list above in a different format:
# Fields – CHRM5 agonist	CHRM5 PAM	M4 antag	CHO-K1 Ca ag	M4 ag	M4 PAM	M5 antag	CHO-K1 Ca antag	M1 PAM parental
O=C(CCc1c[nH]c2ccccc12)OCc1ccc(Br)cc1
→ -7	0	-8	0.2	-1	0	-14	-10	23
Cc1cc(=O)oc2cc(OC(C)C(=O)NCC3CCCO3)ccc12 (centres undefined)
→ 6	17	-11	0.3	1	9	-7	-7	2
CN(C)S(=O)(=O)c1ccc(Cl)c(NC(=O)COC(=O)CNS(=O)(=O)c2c(F)cccc2F)c1
→ 3	16	-13	1.0	2	4	-7	-12	15
COc1ccc(NS(=O)(=O)c2cccc(C(=O)N/N=C/c3cn(-c4ccccc4)nc3-c3ccccc3)c2)cc1
→ -2	-3	51*	-0.1	1	-20	11	-5	15
O=C(NCc1ccccc1)C(=O)NCC1OCCN1S(=O)(=O)c1cccs1 (centres undefined)
→ 1	-4	-5	0.0	0	8	-1	-13	18
CN(C)CCNC(=O)C(=O)NCC1OCCN1S(=O)(=O)c1ccc([N+](=O)[O-])cc1 (centres undefined)
→ -4	3	-5	6.5	0	-2	1	-7	16
CC(=O)Nc1ccc(C#Cc2ccc(NC(C)=O)cc2)cc1
→ 5	-3	10	0.5	2	1	5	-11	0
CCOc1ncccc1C(=O)OCC(=O)Nc1ccc(C)c(S(=O)(=O)N2CCOCC2)c1
→ 4	-3	-13	3.5	9	10	-5	-8	16
Cc1ccc2[nH]c(=O)c(CN(CCCN(C)C)C(=O)Nc3cccc(Cl)c3)cc2c1
→ -2	2	0	1.8	6	11	1	-20	21
COc1ccc(C(=O)COc2ccccc2N2C(=O)C3C4C=CC(C4)C3C2=O)cc1 (centres undefined)
→ -3	-6	-5	1.1	6	1	8	22	-9
CCOC(=O)c1ccc(NC(=O)NC2CC3CCC(C2)N3Cc2nnnn2C(C)(C)C)cc1 (centres undefined)
→ -1	-1	-3	0.7	1	7	3	-15	-3
COC(=O)c1ccc(NC(=O)CN2CCOCC2)cc1
→ 1	3	1	0.4	1	-3	0	-10	19

# Continued.
SMILES,CHRM5 agonist,CHRM5 PAM,M4 antag,CHO-K1 Ca ag,M4 ag,M4 PAM,M5 antag,CHO-K1 Ca antag,M1 PAM parental
COc1ccc(C(=O)Nc2ccc(N3CCCCC3)cc2)cc1Br,-2,-1,0,9.8,-1,3,6,6,17
CC(C)(C)c1ccc(C(=O)NC(=S)N2CCCCCC2)cc1,-5,7,4,-0.3,0,7,-20,-19,17
N#C/C(=C\c1ccc(N2CCCC2)c([N+](=O)[O-])c1)c1nc2ccccc2[nH]1,-1,16,19,0.3,2,-3,3,0,-2
COc1cc(OC)cc(C(=O)N[C@H](C(=O)Nc2nc3ccccc3[nH]2)C(C)C)c1,-1,1,-1,-0.7,1,9,-1,-8,14
COc1ccc(C)cc1NC(=O)c1cccc(-c2ccc(OC(C)=O)cc2)c1,-5,0,-11,-0.7,0,9,8,-21,-14
Cn1cnnc1SCC(=O)N1CCc2ccccc2C1,0,-5,-4,0.1,0,-1,3,-6,13
OC(CNCc1ccccc1)COc1ccccc1 (centres undefined),-7,2,-9,0.6,2,8,2,-20,20
Cc1c(Br)c([N+](=O)[O-])nn1CC(=O)NCc1cccs1,-6,2,-10,0.1,1,-2,-4,-1,9
O=C(c1ccc(S(=O)(=O)NCC2CCCO2)cc1)N1CCN(c2ccccc2)CC1 (centres undefined),-4,-8,-3,0.3,2,2,11,1,2
COc1ccc(C2CC(=O)C(C=NCC(C)C)=C(O)C2)cc1 (centres undefined),-1,0,5,-0.1,2,-2,-1,0,-1
CCc1nc2c(OCCOc3ccccc3)cccn2c1N(C)C(=O)c1ccc(C)cc1,-2,-1,2,-0.2,0,-3,-3,-1,-10
CCOc1ccc(-c2nnc3ccc(SCC(=O)Nc4nc5ccccc5s4)nn23)cc1,-5,-12,-19,2.7,5,-6,7,-12,25
COc1ccc(/C=N/NC(=O)c2nc(Cl)c(Cl)c(N)c2Cl)cc1COc1ccccc1F,-1,-1,10,0.2,-1,-4,-7,-8,16
CCOc1ccccc1N1CCN(C(=O)c2c(C)noc2C)CC1,2,0,-4,1.6,2,9,-11,-14,16
Cc1nc(SCC(=O)c2c[nH]c3ccccc23)n[nH]1,3,2,4,0.3,0,-3,0,-14,18
CCOC(=O)C1(C)CCCN(C(=O)c2ccc(OC)cc2)C1 (centres undefined),1,-1,-10,0.9,1,-1,5,-11,19
COc1ccc(-c2ccc(C(C)=O)cc2)cc1[C@H]1[C@H]2C=CC[C@@H](C)[C@@H]2C(=O)N1Cc1ccccc1,-2,-13,6,-0.2,1,4,16,-10,-6
CC(=O)c1ccc(N/N=C2/CCCNC2=O)cc1,-3,-3,3,0.4,1,-3,-2,7,-22
Clc1ccccc1-c1nc(-c2cccnc2)no1,-2,1,0,0.2,1,-1,5,5,-4
Clc1ccc(SCc2cc(-c3ccc(Cl)cc3)on2)cc1,0,-7,-1,1.1,1,1,0,-8,5
Cn1c(CCN2CCCCC2)nc2cc(NC(=O)COc3ccccc3)ccc21,-8,-1,3,0.4,0,-7,4,-7,14
CN(C)S(=O)(=O)N1CCC(Oc2cccc(C(=O)NC3CCCCC3)c2)CC1,8,-9,8,13,12,-11,2,1,7
COc1ccc(S(=O)(=O)N2CCCCC2)cc1NC(=O)c1ccc(CS(C)(=O)=O)cc1,-1,-4,-9,0.1,1,10,1,13,-7
Cc1ccc(-c2[nH]ncc2/C=C(\C#N)C(=O)NC2CCCCC2)cc1,-11,-19,1,0.3,-2,-1,0,-11,15
